Source: PubChem
Cdc25B block = inhibitors of human Cdc25B phosphatase; recombinant Cdc25B, OMFP fluorescence Ex485/Em525; inhibition, %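 (compounds tested at 10 µM final in the well)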; hit rate 0.1% among 65,000; AID 368; in the data active = inhibition above about 50%
Target sequence (P30305 whole entry, looked up): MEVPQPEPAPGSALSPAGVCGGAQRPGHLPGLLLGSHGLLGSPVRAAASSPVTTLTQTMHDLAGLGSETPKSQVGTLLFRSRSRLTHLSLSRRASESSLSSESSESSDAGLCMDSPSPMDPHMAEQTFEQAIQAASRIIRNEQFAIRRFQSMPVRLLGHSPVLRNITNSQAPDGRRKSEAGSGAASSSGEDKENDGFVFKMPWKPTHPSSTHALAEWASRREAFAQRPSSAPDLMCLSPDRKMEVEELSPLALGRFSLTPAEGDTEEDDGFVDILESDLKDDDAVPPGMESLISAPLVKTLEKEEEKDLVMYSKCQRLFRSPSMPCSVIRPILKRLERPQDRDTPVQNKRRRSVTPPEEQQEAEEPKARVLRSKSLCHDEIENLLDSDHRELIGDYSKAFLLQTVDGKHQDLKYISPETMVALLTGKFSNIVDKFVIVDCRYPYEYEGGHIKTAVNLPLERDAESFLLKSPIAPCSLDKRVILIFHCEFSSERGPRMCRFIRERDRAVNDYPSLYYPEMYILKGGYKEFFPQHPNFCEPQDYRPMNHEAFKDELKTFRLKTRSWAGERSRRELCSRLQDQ
CatB inh = human cathepsin B inhibition. purified cathepsin B, fluorogenic substrate, fluorescence. inhibition, %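 (tested at 10 µM)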. hit rate 0.1% among 63,000. AID 453; in the data active = inhibition above about 21%;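 note: 0% = enzyme with no compound and 100% = no enzyme blank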
Ecoli tolC = blocks growth of E. coli BW25113 tolC mutant; OD615; growth inhibition, % at 10 µM (by protocol); hit rate 2.2% among 65,000;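 active = growth inhibition at or above a cutoff equal to the mean over every tested compound plus 3 SD, cut at about 60% in these data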;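 note: growth measured after 20 h incubation at 37 °C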
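Test system – E. coli BW25113 ΔtolC::kan, tolC deletion mutant strain · Detection – OD at 615 nm · Buffer or medium – LB with kanamycin 50 µg/mL · Times – 20 h compound exposure of bacteria at 37 °C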
CatB mixtures = inhibitors of human cathepsin B in compound mixtures; P07858; AID 488; inhibition, %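 (ten-compound pools at 5 µM per compound and 50 µM total)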; Purified cathepsin B, AMC dipeptide fluorescence; hit rate 0.06% among 62,000; in the data active = inhibition above about 22%, passing the limit was not always enough;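 note: 0% = enzyme without compound and 100% = no enzyme blank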
MKP-1 inh = inhibitors of human MKP-1 phosphatase. inhibition, %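 (compounds tested at a single concentration somewhere between 10 and 100 µM)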. P28562. recombinant MKP-1, OMFP hydrolysis fluorescence. hit rate 0.15% among 65,000;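 active = inhibition above about 50%, limit read from the data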;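 note: 0% = DMSO max control wells and 100% = wells with enzyme stopped by NaOH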
Target sequence (P28562 whole entry, looked up): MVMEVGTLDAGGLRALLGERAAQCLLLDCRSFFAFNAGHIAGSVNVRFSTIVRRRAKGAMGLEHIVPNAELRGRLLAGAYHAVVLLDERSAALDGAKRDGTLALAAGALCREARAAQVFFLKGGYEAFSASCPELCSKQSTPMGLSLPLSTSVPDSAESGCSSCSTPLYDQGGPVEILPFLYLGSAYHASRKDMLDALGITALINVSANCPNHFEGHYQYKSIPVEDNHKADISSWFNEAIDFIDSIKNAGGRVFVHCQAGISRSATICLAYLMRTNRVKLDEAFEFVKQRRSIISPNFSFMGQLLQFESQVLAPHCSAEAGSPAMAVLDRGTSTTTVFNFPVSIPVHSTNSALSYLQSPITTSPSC
Ec RNAP inh = inhibitors of Escherichia coli RNA polymerase; inhibition, %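 (tested at 10 µM)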; E. coli RNA polymerase, fluorescence transcription assay; hit rate 0.2% among 62,000; AID 559; in the data active = inhibition above about 20%;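 note: 0% = enzyme without compound and 100% = no enzyme blank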
D1 allo mod = allosteric modulators of human D1 dopamine receptor. HEK293 D1, CRE-luciferase, dopamine EC30 potentiation; actives deviate in either direction. hit rate 5.9% among 58,000. AID 641. B-score at 10 µM. P21728;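 active = luminescence count or its row- and column-corrected plate score outside the 99.7% band of the plate's sample wells, on either side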
AP ELISA ortho = alternative pathway complement inhibition, orthogonal assay | Human serum alternative complement pathway, LPS-coated ELISA, C3 deposition; tested in compound mixtures | inhibition, % at 5 µM | hit rate 0.08% among 62,000;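 active = inhibition above 30% in each of the two pooled mixtures holding the compound, so the lower value exceeds 30%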;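 note: 0% = serum in Mg-EGTA without compound and 100% = EDTA serum blank; some compounds past the cut are filed as inactive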
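Test system: human serum complement alternative pathway, C3 deposition onto LPS / Medium: Mg2+-EGTA GVB++ buffer containing human serum at 1:15 dilution / Probe or stimulus: Plate-bound LPS / Times: 1 h at 37 °C / Signal: ELISA with HRP anti-human C3 antibody, TMB substrate, absorbance 450 nm / Measure: percent inhibition / Repeats: two pool placements per compound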
Hsp90 block = displaces geldanamycin probe from tumor Hsp90; AID 429; NCI-N417 lysate Hsp90, Cy3B-geldanamycin FP displacement; hit rate 0.35% among 64,000; inhibition, % at 30 µM;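 active = inhibition above 50%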;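 note: 0% = tracer plus lysate wells and 100% = tracer alone without lysate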
An asterisk follows results filed as active; . = not tested or not shown.

SMILES	Cdc25B block	CatB inh	Ecoli tolC	CatB mixtures	MKP-1 inh	Ec RNAP inh	D1 allo mod	AP ELISA ortho	Hsp90 block
COc1cc(Cn2ccnc2)c(OC)cc1Cn1ccnc1	11.8	4.0	0.1	.	-6.5	10.2	.	.	-4.0
CCOC(=O)CSc1nnc(CNc2ccc(F)cc2)o1	1.6	-2.9	-5.6	-2.6	33.8	-4.3	-1.41	21.6	0.6
Nc1nonc1C(=O)NCCNCc1cc(Br)ccc1OCc1ccccc1F	-31.7	12.5	58.4	24.1	-15.7	7.7	-3.3*	5.4	-0.5
Cc1ccc(-n2c(SCC(=O)Nc3cc(C)on3)nc3c(c2=O)SC(C)C3)cc1 (stereo not drawn)	-3.9	3.1	4.7	-1.3	2.5	9.0	2.27	8.2	-0.2
COc1ccc(-c2nnc(NC(=O)c3ccc(S(=O)(=O)N4CCc5ccccc5C4)cc3)o2)cc1	6.3	3.4	94.2*	3.4	24.6	0.3	0.678	14.9	-3.1
CCCC(CCC(=O)OC)(C(=O)OCC)c1csc(N)n1 (stereo not drawn)	0.1	-1.4	-5.9	6.5	-1.9	1.1	0.192	23.5	-1.5
COc1cc(NC(=O)CCc2ccccc2)c(C(=O)O)cc1OC	-1.3	5.9	4.9	5.3	5.6	4.2	0.287	14.5	1.1
CN1C(=O)c2ccc(NC(=O)C3CCCCC3)cc2C1=O	4.4	-7.1	-4.0	3.5	16.2	-0.2	-0.0632	25.7	-1.8
CCOC(=O)c1c(NC(=O)CNCC(O)CO)sc(C)c1C (stereo not drawn)	-15.1	-2.2	1.1	-1.1	7.0	-2.7	-0.0691	4.8	-0.1
COc1ccc(OC)c(NC(=O)CN(c2ccc(C)cc2)S(=O)(=O)c2c(C)noc2C)c1	-12.9	0.6	33.6	-4.1	9.7	0.8	4.63*	2.5	-1.9
COc1ccc(N2CCN(C(=O)Cn3nnc(-c4ccc(OC)c(OC)c4)n3)CC2)cc1	9.4	-0.4	-6.4	-0.9	22.2	8.0	1.93	-6.7	2.0
CN(CC(=O)NC1CCCCC1)S(=O)(=O)c1cccc2nsnc12	-12.7	2.2	-23.6	1.4	0.9	-0.5	0.571	6.9	-5.5
C=CCNS(=O)(=O)c1sccc1/C=N/O	2.2	2.7	-8.1	0.5	11.1	10.5	-1.9	13.7	-2.5
CN(C)c1ccc(C=NCC2(O)CCOC(C)(C)C2)cc1 (stereo not drawn)	-2.3	3.2	13.3	1.2	-5.7	11.8	.	1.5	-4.9
CC1(C)CC2(CCO1)OC(=O)CC2C(=O)NCc1ccccc1 (stereo not drawn)	-1.7	3.6	-8.4	2.9	-2.8	9.3	-0.158	-1.0	-1.2
C=CCOc1nc2c(c(=O)n(C)c(=O)n2C)n1Cc1ccccc1Cl	15.3	-1.9	8.4	.	-28.4	6.7	.	.	0.1
CC(C)N1C(=O)C2C(C(=O)NC3CCCCC3)C3C=CC2(O3)C1C(=O)NC1CCCCC1 (stereo not drawn)	-7.4	2.7	-9.6	-1.8	-17.4	5.6	-0.808	21.3	-1.1
CCN1CCN(C(=O)Nc2ccc(Cc3ccc(NC(=O)N4CCN(CC)CC4)cc3)cc2)CC1	-12.4	4.8	-2.4	-0.5	11.6	2.4	-0.566	9.8	-2.5
CCCn1c(=O)c(C(=O)Nc2cnccn2)c(O)c2ccccc21	-3.1	-0.9	-6.3	-1.3	-29.4	2.3	-0.187	2.2	1.2
C/C=C/COC(=O)c1[nH]c2c(c1C)C(=O)CC(c1ccc(N(C)C)cc1)C2 (stereo not drawn)	3.6	-0.3	32.1	7.3	-1.0	4.6	-0.213	9.7	-0.6
O=C(NCCN1CCCC1)c1ccc(CS(=O)(=O)c2c(Cl)cccc2Cl)o1	-2.3	-1.3	-3.9	2.8	12.6	2.3	-0.5	21.3	0.1
COCc1nnc(NC(=O)C(C)C)s1	-10.6	2.6	-17.8	1.1	43.4	6.5	0.102	-3.7	-19.1
O=C(CSc1nnc(CNC(=O)c2ccccc2F)o1)NCCc1ccccc1	-12.5	-0.6	-16.3	4.3	6.2	8.7	-0.137	6.0	-3.4
O=S(=O)(c1ccccc1)N1C2CCC1CC(O)(c1cccnc1)C2 (stereo not drawn)	-10.6	-4.1	-6.5	4.1	-28.6	-0.1	0.0551	13.7	-2.8
CC(=O)c1cc(F)c(N2CCN(C(=O)Cc3ccccc3)CC2)cc1C	-6.8	1.5	46.4	7.3	0.6	8.1	-0.838	7.6	-6.3
CN(C)c1oc(-c2ccccc2)nc1C#N	-2.8	.	-1.9	.	-0.5	.	.	.	4.0
Cc1cc(C)n2cc(CSc3nnc(-c4ccccc4)o3)nc2n1	22.2	-3.5	3.7	8.2	4.3	1.7	1.09	20.5	-3.9
CCC(c1nnnn1C(C)(C)CC)N(CCCO)Cc1cc2cc(C)cc(C)c2[nH]c1=O (stereo not drawn)	4.2	-3.6	21.4	3.7	42.2	2.4	-0.4	7.7	-2.9
O=C(NCc1ccccc1)c1cccc(S(=O)(=O)N2CCOCC2)c1	-2.6	.	-7.1	-2.2	5.3	-1.5	-0.0877	19.1	.
O=C(Cn1ncc2c(=O)oc3ccccc3c21)N1CCCN(Cc2ccccc2F)C1	-6.5	-0.7	0.6	-0.7	10.9	-0.7	-0.382	13.1	0.1
CCN(CC)Cc1c(C(=O)OC)nnn1-c1nonc1N	1.2	0.2	-12.8	11.9	1.1	6.0	-0.523	0.9	-0.5
COc1cccc(NC(=O)CSc2ncnc3c2oc2ccccc23)c1	8.0	-3.1	2.6	4.7	1.4	8.8	0.55	16.0	-0.1
Cc1ccc(Nc2ncc3c(n2)CC(c2ccco2)CC3=O)c(C)c1 (stereo not drawn)	78.3*	2.1	12.4	1.7	27.2	13.9	0.468	8.0	0.9
CCC(c1nnnn1Cc1cccs1)N1CCN(c2nc3ccccc3s2)CC1 (stereo not drawn)	-19.2	6.0	19.5	0.8	-3.8	4.6	-0.473	-9.2	-1.4
O=C(CN1CCN(C(=O)c2cccc(F)c2)CC1)Nc1ccccc1F	-0.2	1.4	-5.0	2.8	-7.7	-5.0	1.6	3.7	0.8
COc1ccc2[nH]c(C(=O)O)c(CCC(=O)O)c2c1	-0.5	1.7	-14.8	4.0	-5.2	8.9	0.327	7.6	-21.4
O=C(COC(=O)C1CC(=O)N(c2ccccc2)C1)c1ccccc1 (stereo not drawn)	-9.9	2.7	-9.4	5.4	2.8	0.0	0.633	-6.3	-4.2
CC(C)(C)NCc1cccn1-c1sc2c(c1C#N)CCCC2	-0.8	0.1	-1.4	2.1	7.5	4.6	0.622	8.2	0.1
O=C(Nc1ccc2c(c1)Cc1ccccc1-2)c1ccco1	-8.5	0.6	-3.0	2.4	-0.3	4.8	-1.81	21.2	.
CSc1ccccc1-n1nnnc1SCC(=O)NCc1cccs1	1.3	0.6	3.7	-3.2	22.3	.	-0.795	19.6	-11.9
O=c1[nH]cnc2scc(C3COc4ccccc4O3)c12 (stereo not drawn)	0.7	4.2	22.2	0.4	2.3	8.0	2.41	11.1	-3.1
O=C1CCCC2=C1C(c1cn(-c3ccccc3)nc1-c1cccs1)c1c([nH]c(=O)[nH]c1=O)N2 (stereo not drawn)	13.0	4.5	5.0	0.3	41.6	3.4	1.37	7.0	.
Cc1nc2ccc(F)cc2cc1C(=O)NCc1ccco1	-3.7	2.9	-17.5	-4.4	22.0	11.4	-0.0211	8.1	-4.5
COCc1cc(=O)n2c([nH]c3ccccc32)c1C#N	-10.7	-19.8	4.4	-5.8	-10.6	-61.5	.	17.4	-3.3
CN1/C(=C\C(=O)COc2ccc3c(c2)OCO3)C(C)(C)c2ccccc21	-7.8	2.5	88.9*	2.3	0.4	3.6	-0.761	9.1	-48.8

An excerpt from above in order of heavy-atom count, descending.
SMILES	Cdc25B block	CatB inh	Ecoli tolC	CatB mixtures	MKP-1 inh	Ec RNAP inh	D1 allo mod	AP ELISA ortho	Hsp90 block
O=C1CCCC2=C1C(c1cn(-c3ccccc3)nc1-c1cccs1)c1c([nH]c(=O)[nH]c1=O)N2 (stereo not drawn)	13.0	4.5	5.0	0.3	41.6	3.4	1.37	7.0	.
CCC(c1nnnn1C(C)(C)CC)N(CCCO)Cc1cc2cc(C)cc(C)c2[nH]c1=O (stereo not drawn)	4.2	-3.6	21.4	3.7	42.2	2.4	-0.4	7.7	-2.9
O=C(Cn1ncc2c(=O)oc3ccccc3c21)N1CCCN(Cc2ccccc2F)C1	-6.5	-0.7	0.6	-0.7	10.9	-0.7	-0.382	13.1	0.1
CCC(c1nnnn1Cc1cccs1)N1CCN(c2nc3ccccc3s2)CC1 (stereo not drawn)	-19.2	6.0	19.5	0.8	-3.8	4.6	-0.473	-9.2	-1.4
COc1cccc(NC(=O)CSc2ncnc3c2oc2ccccc23)c1	8.0	-3.1	2.6	4.7	1.4	8.8	0.55	16.0	-0.1
Cc1ccc(Nc2ncc3c(n2)CC(c2ccco2)CC3=O)c(C)c1 (stereo not drawn)	78.3*	2.1	12.4	1.7	27.2	13.9	0.468	8.0	0.9
CSc1ccccc1-n1nnnc1SCC(=O)NCc1cccs1	1.3	0.6	3.7	-3.2	22.3	.	-0.795	19.6	-11.9
CC(C)(C)NCc1cccn1-c1sc2c(c1C#N)CCCC2	-0.8	0.1	-1.4	2.1	7.5	4.6	0.622	8.2	0.1
O=C(Nc1ccc2c(c1)Cc1ccccc1-2)c1ccco1	-8.5	0.6	-3.0	2.4	-0.3	4.8	-1.81	21.2	.
O=c1[nH]cnc2scc(C3COc4ccccc4O3)c12 (stereo not drawn)	0.7	4.2	22.2	0.4	2.3	8.0	2.41	11.1	-3.1
COCc1cc(=O)n2c([nH]c3ccccc32)c1C#N	-10.7	-19.8	4.4	-5.8	-10.6	-61.5	.	17.4	-3.3

(listing goes on)
SMILES	Cdc25B block	CatB inh	Ecoli tolC	CatB mixtures	MKP-1 inh	Ec RNAP inh	D1 allo mod	AP ELISA ortho	Hsp90 block
O=C1C2C3C=CC(O3)C2C(=O)N1CC(O)c1ccccc1 (stereo not drawn)	2.1	2.0	-6.3	-3.2	24.3	.	-0.22	3.9	1.7
Cc1cc2n(n1)C(c1sccc1C)Nc1ccccc1-2 (stereo not drawn)	2.9	0.5	21.0	-2.7	13.5	.	8.38*	-8.4	-4.0
COc1ccccc1C1/C(=C(/O)c2ccc(OC(C)C)cc2)C(=O)C(=O)N1c1cc(C)on1 (stereo not drawn)	22.0	-0.1	0.9	.	-28.0	3.5	-1.07	.	-1.2
O=C(COC(=O)C12CC3CC(CC(O)(C3)C1)C2)Nc1ccccc1OC(F)F	-17.7	-0.4	10.2	6.6	-6.3	9.0	0.799	0.5	2.9
CCc1cc2c(N[C@@H](C)C(=O)O)ncnc2s1	-0.9	0.8	-15.3	-5.8	-12.6	-4.2	-0.161	18.6	-3.7
COc1ccc(N(CC(=O)Nc2ccc(OC)c(Cl)c2)S(=O)(=O)c2c(C)noc2C)cc1	24.0	1.1	7.3	1.7	8.8	2.6	.	4.7	0.2
